BCLXL inh = inhibitors of human Bcl-xL, primary screen, biochemical, fluorescence polarization, HTS | Bcl-2-like protein 1 (Homo sapiens), Q07817 | GST-Bcl-xL / FITC-Bim BH3 peptide fluorescence polarization | inhibition, % at 10.9 µM | 320,000 tested, 0.7% active | AID 2129, 2009;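 active = inhibition above the mean of all tested compounds plus 3 SD, cutoff set per campaign, cut at about 30% in these data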;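 note: 0% = DMSO wells and 100% = unlabeled Bim-BH3 peptide competitor; inhibitors lower millipolarization by displacing the labeled peptide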
Target sequence (Q07817 whole entry, looked up): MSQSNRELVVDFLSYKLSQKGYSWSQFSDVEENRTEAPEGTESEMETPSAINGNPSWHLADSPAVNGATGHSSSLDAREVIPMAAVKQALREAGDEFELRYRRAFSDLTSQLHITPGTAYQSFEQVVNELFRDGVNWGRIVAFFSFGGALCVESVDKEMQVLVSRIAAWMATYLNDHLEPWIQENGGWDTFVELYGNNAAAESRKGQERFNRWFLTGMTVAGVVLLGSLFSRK
CIT2-GFP yeast = modulators of CIT2-GFP expression in yeast, primary screen, S. cerevisiae, GFP fusion, multiplex flow cytometry, MLPCN library; S. cerevisiae CIT2-GFP strain, 3 h; 100 means same as DMSO wells; GFP response vs DMSO, % at 10 µM; 320,000 tested, 0.065% active; AID 2029, 2009;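 active = GFP response relative to DMSO above a set limit, near the screen mean plus 3 SD, cut at about 150% in these data; inconclusive = Fewer than 70 cells measured for a yeast strain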;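 note: ratio of well median GFP fluorescence to mean of DMSO wells on the plate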
MEX-5 binding = MEX-5 zinc finger RNA-binding disruptors – biochemical, C. elegans, fluorescence polarization, MLPCN library, primary screen; Zinc finger protein mex-5 (Caenorhabditis elegans), Q9XUB2; MEX-5/FITC-TCR2 RNA binding; hits give low values; activity score (negative = inhibition of binding), % at 10 µM; 300,000 tested, 0.38% active; AID 1832, 2009;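 active = inhibition past about -25% in most replicates, and total fluorescence under double the plate's negative control median, limit read from the data; inconclusive = replicates evenly split on the limit, or fluorescence at least double controls; inactive = too little inhibition in most replicates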;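 note: 0% = DMSO and -100% = 5 µM competing unlabeled TCR2 RNA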
GLD-1 RNA inh = GLD-1/TGE RNA complex disruptors, primary screen, biochemical, fluorescence polarization. purified GLD-1 + fluorescein TGE RNA. inhibition, % at 5.96 µM. 320,000 tested, 0.44% active. AID 2280, 2010;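 active = percent inhibition above a per-plate cutoff, the plate mean of test compounds plus 3 SD, cut at about 30% in these data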;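 note: 0% = DMSO wells with GLD-1 and probe and 100% = wells lacking GLD-1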
Target sequence (Q17339 whole entry, looked up): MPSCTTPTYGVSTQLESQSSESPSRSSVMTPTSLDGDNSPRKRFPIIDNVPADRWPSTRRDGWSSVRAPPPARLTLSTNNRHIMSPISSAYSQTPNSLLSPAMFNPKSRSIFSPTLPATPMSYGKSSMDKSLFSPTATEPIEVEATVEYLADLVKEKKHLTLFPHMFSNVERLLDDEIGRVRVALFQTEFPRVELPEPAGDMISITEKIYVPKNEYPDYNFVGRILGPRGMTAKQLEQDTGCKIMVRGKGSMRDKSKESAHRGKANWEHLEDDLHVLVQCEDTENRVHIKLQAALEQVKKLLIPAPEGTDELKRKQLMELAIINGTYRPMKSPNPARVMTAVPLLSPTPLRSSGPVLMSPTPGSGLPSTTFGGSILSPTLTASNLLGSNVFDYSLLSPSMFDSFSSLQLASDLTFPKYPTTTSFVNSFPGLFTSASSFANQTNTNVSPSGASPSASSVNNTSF
AGP1 TOR yeast = modulators of AGP1-GFP expression in yeast TOR pathway, primary screen, cell-based, multiplex flow cytometry, S. cerevisiae, MLPCN library | 3 h; GFP as percent of DMSO wells | GFP response vs DMSO, % at 10 µM | 320,000 tested, 0.02% active;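 active = GFP response relative to DMSO above a set limit, near screen average plus 3 SD, cut at about 150% in these data; inconclusive = fewer than 70 cells counted for the yeast strain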;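 note: median GFP channel fluorescence of the gated AGP1 strain per well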
MCL1 BIM primary = inhibitors of MCL1 binding to BIM-BH3, primary screen, biochemical, fluorescence polarization; Induced myeloid leukemia cell differentiation protein Mcl-1 (Homo sapiens), Q07820; GST-MCL1 / FITC-Bim-BH3 fluorescence polarization; inhibition, % at 10.9 µM; 320,000 tested, 0.68% active;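 active = inhibition above the mean inhibition of all tested compounds plus 3 SD, set per campaign, cut at about 40% in these data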;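 note: 0% = DMSO wells and 100% = unlabeled Bim-BH3 peptide control; higher means more loss of mP so more displacement of Bim peptide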
GRK2 inh = compounds blocking aptamer binding on GRK2 – biochemical, human GRK2, bead flow cytometry, HTS, primary screen; FAM-aptamer displacement from GRK2; inhibition of aptamer binding, % at 10 µM; 330,000 tested, 0.59% active; AID 488847, 2010;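 active = inhibition of aptamer binding above 40%, roughly 3 SD of noise, on plates passing a quality check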;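 note: median bead fluorescence of bound FAM aptamer so fluorescent compounds give negative values; no value below 0 was filed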
Fam108B counter = mouse Fam108B serine hydrolase inhibitors, primary screen, counter-screen for RBBP9 inhibitor project, biochemical, fluorescence polarization | recombinant Fam108B, FP-Rh probe fluorescence polarization | inhibition, % at 9.51 µM | 300,000 tested, 0.33% active | AID 1947, 2009;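 active = inhibition above the screen mean inhibition plus 3 SD, computed separately per campaign, cut at about 18% in these data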;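 note: inhibitors lower polarization as less probe binds the enzyme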
VLA-4 inh = inhibition in human VLA-4 binding assay, primary screen, VLA-4 allosteric modulator project, MLPCN library, flow cytometry, VLA-4 expressing cells. 330,000 tested, 0.2% active. inhibition, % (about 7 µM as worked out from the volumes in the protocol). AID 2557, 2010. ligand binding flow cytometry; in the data active = inhibition above about 50%
Active calls of the source: *; ? = inconclusive; / = no result given.

Second line of a record: BCLXL inh	CIT2-GFP yeast	MEX-5 binding	GLD-1 RNA inh	AGP1 TOR yeast	MCL1 BIM primary	GRK2 inh	Fam108B counter	VLA-4 inh
#1 NC(=O)N1CC(O)CC1C(=O)Nc1ccc(Cl)c(Cl)c1 (centres undefined)
    5	100	-1.1	2	104	-1	0	-3	0
#2 Cc1ccc(C(=O)Oc2cc(C)n(C)c(=O)c2)cc1
    -20	87	-1.5	-11	89	-9	0	2	15
#3 CCN(c1ccccc1)S(=O)(=O)c1ccc(C(=O)N2CCN(c3ccccc3)CC2)cc1
    /	97	/	5	98	/	0	/	2
#4 C/C(=N\NC(=S)NC1CCCCC1)c1cccc(Br)c1
    -1	102	0.9	2	99	7	0	5	1
#5 O=C(CCC(=O)N1CCN(c2cccc(Cl)c2)CC1)N1CCN(c2ccccc2)CC1
    -3	96	-0.2	10	96	-8	1	2	7
#6 O=C(CCN1C(=O)c2ccccc2S1(=O)=O)Nc1ccc2c(c1)OCCO2
    2	92	-0.6	0	93	-2	1	2	-8
#7 NC(=O)c1nsc(C(=O)N(CCCN2CCOCC2)C(C(=O)NC2CCCCC2)c2ccc(Cl)cc2)c1N (centres undefined)
    6	?	-1.0	7	?	-5	0	3	-7
#8 CN(C)c1ccc(/C=N/n2c(-c3cccnc3)n[nH]c2=S)cc1
    -9	106	1.7	-1	105	0	1	-1	-10
#9 CCCc1cc(=O)[nH]c(SCc2ccc(Cl)cc2)n1
    5	88	-0.4	4	105	2	5	5	-8
#10 CCOc1ccc(Nc2cc3n(c(=O)n2)CCc2cc(OC)c(OC)cc2-3)cc1
    14	110	-2.5	1	103	9	2	-5	1
#11 Cc1cc(C)c2c(CCl)cc(=O)oc2c1
    4	/	-0.9	7	/	4	0	-1	41
#12 CC(=O)Nc1cccc(OCC(=O)Nc2ccccc2)c1
    4	98	/	3	100	-1	1	4	7
#13 O=C(Nc1nc(-c2cccs2)cs1)c1ccc(Cl)cc1
    1	91	0.6	-5	/	5	2	7	-11
#14 Cc1ccc(S(=O)(=O)NCCCn2ccnc2)cc1
    -3	120	3.5	1	98	-13	13	0	7
#15 CC#CC(=O)N1CCC(CCC(=O)N(C)Cc2ccccc2)CC1
    6	95	0.4	-6	84	5	4	3	1
#16 O=C(/C=C\Nc1ccccc1Br)c1ccc2c(c1)OCO2
    -12	91	0.9	8	96	-7	0	-7	0
#17 Cc1cc(C)cc(OCc2nnc(SCC(=O)OC3CCCCC3)o2)c1
    -6	108	0.1	9	102	-4	29	3	6
#18 CCOc1ccc(NC(=O)NC2(C(=O)NCc3ccco3)CCCCC2)cc1
    5	105	-3.3	0	102	0	1	3	6
#19 CC(C(=O)N1CCN(Cc2ccccc2)CC1)n1ncn2cccc2c1=O (centres undefined)
    1	105	0.6	6	103	0	3	-1	-9
#20 O=C(NCc1ccc2c(c1)OCO2)c1ccc(-c2ccc(Cl)cc2)o1
    5	99	-2.9	3	89	7	2	-14	-3
#21 O=C(Nc1ccccc1O)c1csc2c1CCCC2
    2	78	3.2	3	90	0	3	-5	12
#22 CC(=O)Nc1cc2c(cc1C(=O)C(C)C)OCCO2
    2	92	-2.3	2	90	3	0	-6	3
#23 CCn1c(COc2ccccc2)nnc1SCc1ccc(C#N)cc1
    -6	100	1.0	9	106	-3	4	4	1
#24 CC(C)Nc1nc(SCC(=O)Nc2ccccc2)nc(N2CCOCC2)n1
    -6	103	0.8	-1	104	-10	2	2	8
#25 Cc1nc2c(c(C)nn2-c2ccccc2)c(C)c1CCC(=O)Nc1ccc(CN2CCCC2)cc1
    7	86	1.7	3	99	5	0	-5	9
#26 CCn1c2ccccc2n2c(=O)c(=O)n(CC(=O)Nc3ccc(C(C)C)cc3)nc12
    -2	100	3.3	2	101	-7	0	-6	26
#27 CCC(C)[C@H](NC(=O)c1cc2cc(Cl)ccc2n1C)C(=O)N1CCC[C@H]1C(=O)O (some centres undefined)
    3	98	2.7	-2	97	0	1	1	3
#28 CC(C)(C)OC(=O)N1CC(O)CC1C(=O)OCC(=O)c1ccc(Cl)cc1 (centres undefined)
    -11	108	-0.9	5	108	-26	3	1	-2
#29 COc1ccc(OCc2cnc(Cl)s2)cc1
    5	106	-6.4	4	98	9	1	4	16
#30 COc1ccc(N(CC(=O)N2CCN(c3ccccc3F)CC2)S(=O)(=O)c2c(C)n[nH]c2C)cc1
    1	89	1.7	-6	97	-1	0	1	2
#31 O=C(NNC(=O)c1ccc(Br)s1)c1ccc(F)c(S(=O)(=O)N2CCOCC2)c1
    -2	104	/	3	102	-1	1	/	-39
#32 CCc1nnc(NS(=O)(=O)c2ccc(NS(=O)(=O)c3ccccc3[N+](=O)[O-])cc2)s1
    2	107	-0.1	-5	101	3	4	-6	-6
#33 COc1cc(OC)cc(-c2c(C#Cc3ccsc3)c3cc(-c4cnc(OC)nc4)ccc3n2C)c1
    1	99	/	-2	98	0	0	/	15
#34 CCOC(=O)[C@@H]1[C@H]2COc3cc(OC)ccc3[C@@H]2N2C(=O)N(c3cccc(C)c3)C(=O)[C@@]12C
    3	71	-2.7	7	85	3	0	-2	7
#35 Cc1cccc(OCC(=O)NCC(=O)N/N=C/c2cc(Br)cc(Br)c2O)c1
    11	90	-0.1	3	86	17	2	3	5
#36 CSc1ccc(/C=N/n2nnnc2N)cc1
    0	82	1.9	-5	75	-1	1	1	11
#37 O=C(N/N=C/c1ccc([N+](=O)[O-])o1)c1cc(-c2ccncc2)nc2ccccc12
    7	104	-6.2	3	110	12	3	-1	-14
#38 Cn1c(=O)c(C(=O)COC(=O)c2cc(C(F)(F)F)nc3c(C(F)(F)F)cccc23)c(N)n(CC2CC2)c1=O
    9	108	-1.5	6	89	8	0	-2	-16
#39 CN(Cc1ccccc1)C(=S)NC(=O)C1CCCCC1
    -3	101	-0.2	2	96	-13	1	-1	3
#40 CC(C)Oc1ccc(CNC(=O)C2CCCN(S(=O)(=O)N3CCOCC3)C2)cc1 (centres undefined)
    0	99	0.2	13	101	-4	4	-1	3
#41 Cc1csc(NC(=O)Cc2ccc(F)cc2)n1
    3	97	2.9	4	101	5	0	-1	11
#42 COCCNC(=S)N/N=C/c1ccc(OCc2ccc(C(=O)OC)cc2)c(OC)c1
    5	100	0.1	-7	94	9	0	6	-4
#43 CCN=C1S/C(=C\c2cc(Br)c(O)c(OC)c2)C(=O)N1CC
    /	110	11	/	97	/	1	/	-5
#44 COC(=O)c1cccc(N(CC(=O)NC2CCCC2)C(=O)CNC(=O)c2cccs2)c1
    -1	108	-5.5	2	104	2	2	-1	31
#45 CC(=O)N1N=C(c2ccc(C(C)(C)C)cc2)OC1(C)C
    5	104	-2.6	4	98	7	1	3	2
#46 O=C(CSc1ccc2nnc(-c3cccnc3)n2n1)NCc1ccco1
    8	98	1.2	0	96	7	3	-1	2
#47 CN(C(=O)COC(=O)CNC(=O)C1CCCCC1)c1ccccc1
    4	106	/	2	106	7	3	/	2
#48 O=C(NC1CC2CCC(C1)N2Cc1ccccc1)c1cccc(F)c1 (centres undefined)
    4	83	0.3	-4	87	6	0	-2	6
#49 CC1=C(C(=O)OC2CCCCC2)C(c2ccc(F)cc2)NC(=O)N1 (centres undefined)
    0	101	0.7	0	102	1	2	2	4
#50 Fc1ccc(C(c2nnnn2Cc2ccccc2)N2CCSCC2)cc1 (centres undefined)
    3	103	-1.6	2	106	4	1	-3	12
#51 Brc1ccc(CSc2nnc(-c3cccnc3)o2)cc1
    6	93	0.0	2	95	1	7	3	3
#52 CCc1noc(C)c1C(=O)N1CCCC(C(=O)c2cc(F)ccc2F)C1 (centres undefined)
    -8	106	-0.7	-1	104	-2	4	-1	-6
#53 COc1cccc(-c2cc(C(=O)Nc3nc4ccccc4s3)c3ccccc3n2)c1
    4	103	3.0	0	100	6	3	-27	9
#54 O=C(c1ccccc1)n1ccn(-c2ccccc2)c1=S
    10	106	0.1	-2	101	12	0	-3	0
#55 CC(C)(C)NC(=O)CSc1nc2[nH]ncc2c(=O)[nH]1
    1	98	1.6	-1	98	4	5	3	-14
#56 COc1ccc(C(=O)N/N=C(\CCC(=O)O)c2ccc(C(C)(C)C)cc2)cc1OC
    9	88	0.1	8	96	5	2	-3	-12
#57 COCCNC(=O)c1cccc(C)c1[N+](=O)[O-]
    5	103	1.3	1	105	4	1	-2	/
#58 O=C(NCCn1cccn1)C1CCC(=O)N(CCc2cccc(F)c2)C1 (centres undefined)
    /	88	0.5	/	87	/	1	/	37
#59 COc1cccc(CNC(=O)c2nnn(CC(=O)Nc3cc(C)ccc3C)c2N)c1
    -4	99	-1.0	1	100	-2	0	-3	1
#60 COCCNC(=O)C(c1ccc(C)o1)N(C(=O)c1snc(C(N)=O)c1N)c1ccc(C)c(C)c1 (centres undefined)
    0	100	0.8	8	109	-2	8	-1	6
#61 COc1ccc(NC(=O)c2cccc(Oc3ccccc3)c2)cn1
    5	70	1.9	0	21	1	2	2	12
#62 O=C(NCC1CCCO1)C(c1cccs1)N(C(=O)c1ccc(CN2CCOCC2)o1)c1ccc(Cl)cc1 (centres undefined)
    8	102	1.2	3	96	10	0	0	7

Source: PubChem (several laboratories)
